Pol iota inh: qHTS for Inhibitors of Polymerase Iota. 1% of 390,000 active. Potency, µM (titrated, usually from 115 µM), inactives show at the highest dose activity, negative = inhibition, most hits filed as inhibitors. Pol iota fluorescent replication assay, 10 min. AID 588590, 2011; note: potency is the fitted concentration of half-maximal effect
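Pol iota at 10 nM preincubated 15 min with compounds at room temperature; reaction started with fluorescent substrate, 50 nM final. Fluorescence read kinetically at 0 and 10 min; buffer-only wells as negative control.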
LDHA block: qHTS assay for inhibitors of human lactate dehydrogenase; 0.15% of 480,000 active; activity change, % (values are at about 110 or 230 µM); purified LDHA, NADH/diaphorase-resazurin fluorescence; stronger effect = lower value; in the data active = activity change below about -30%; inconclusive = mostly about -25% to -30%;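 note: plate controls were DMSO wells for no effect and wells without enzyme for full effect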
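Enzyme activity of human lactate dehydrogenase 5 (2 nM; 0.06 mM NADH, 0.2 mM pyruvate, 5 min, RT) is measured via a resazurin/diaphorase fluorescence readout of residual NADH.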
APE1 inh: qHTS Assay for Inhibitors of the Human Apurinic/apyrimidinic Endonuclease 1 (APE1); DNA repair nuclease/redox regulator APEX1 (Homo sapiens), P27695; recombinant APE1, TAMRA/BHQ-2 abasic DNA cleavage fluorescence; Potency, µM (titrated, usually from 65.8 µM), without a hit: top-dose activity change, negative = inhibition, usual class: inhibitors; 0.35% of 350,000 active;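 note: potency is the fitted concentration of half-maximal effect; plate controls were vehicle for no effect and reference inhibitor for full effect; nearly all actives have a fitted effect of over 55% in size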
Target sequence (P27695 whole entry, looked up): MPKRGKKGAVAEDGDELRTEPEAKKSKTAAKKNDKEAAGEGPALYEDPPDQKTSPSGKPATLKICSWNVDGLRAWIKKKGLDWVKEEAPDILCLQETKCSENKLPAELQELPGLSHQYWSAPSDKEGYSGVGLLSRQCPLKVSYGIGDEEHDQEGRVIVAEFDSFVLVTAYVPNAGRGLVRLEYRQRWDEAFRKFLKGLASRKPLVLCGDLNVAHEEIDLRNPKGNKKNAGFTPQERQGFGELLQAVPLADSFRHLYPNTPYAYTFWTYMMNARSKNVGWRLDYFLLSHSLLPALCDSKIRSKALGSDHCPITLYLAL
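Activity was derived from the fluorescence gain between first and third kinetic reads (60 s intervals, ex 525/em 598 nm) after 50 nM THF-abasic TAMRA/BHQ-2 duplex was added to 0.75 nM APE1 preincubated 15 min with compound.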
Anesthetic bind: qHTS Assay for Identification of Novel General Anesthetics; Potency, µM (series often up to 77.5 µM), inactives show at the highest dose activity change, negative = displacement, usual class: inhibitors; 0.074% of 350,000 active; AID 485281, 2010; Ferritin light chain (Equus caballus), P02791; apoferritin/1-aminoanthracene competitive binding, fluorescence; note: potency is the fitted concentration of half-maximal effect; % is set by controls: 0 for no effect and ±100 for the full control effect; nearly all actives have a fitted effect of over 20% in size
Target sequence (P02791 2-175 limits assumed): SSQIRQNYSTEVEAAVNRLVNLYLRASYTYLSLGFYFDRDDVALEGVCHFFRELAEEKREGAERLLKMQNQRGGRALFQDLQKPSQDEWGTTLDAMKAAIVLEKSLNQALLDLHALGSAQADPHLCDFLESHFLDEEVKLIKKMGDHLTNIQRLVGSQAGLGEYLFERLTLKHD
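Horse-spleen apoferritin (10 uM) in 50% saturated 1-aminoanthracene in PBS was incubated 10 min at room temperature with compound. Fluorescence (ex 380, em 535 nm) was normalized to free and bound 1-AMA, with concentration-response fitted by a four-parameter Hill equation.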
GRP78 ERSR act: qHTS for Inducers of the Endoplasmic Reticulum Stress Response (ERSR) in Human Glioma: qHTS. U87-MG GRP78 promoter luciferase reporter, 16 h. Potency, µM, without a hit: top-dose activation, most hits filed as activators. 0.02% of 420,000 active. AID 602332, 2012; note: potency is the fitted concentration of half-maximal effect; series mostly up to about 76 µM; % of control where 0% means no effect; nearly all actives have a fitted effect of over 35% in size
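ERSR induction read as luciferase luminescence (Bright-Glo, 10 min at room temperature) in stably transfected human U87-MG glioma cells exposed to compounds for 16 h, using GRP78 as sensor.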
POLK inh: qHTS for Inhibitors of Polymerase Kappa. purified Pol kappa, fluorescent DNA synthesis assay, 10 min. Potency, µM (doses to about 107 µM), without a hit: at the highest dose activity, negative = inhibition, actives largely listed as inhibitors. DNA polymerase kappa (Homo sapiens), Q9UBT6. 0.53% of 400,000 active. AID 588579, 2011; note: potency is the fitted concentration of half-maximal effect; % is set by controls: 0 for no effect and ±100 for the full control effect
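Kinetic fluorescence screen: compound preincubated 15 min RT with 10 nM enzyme; 50 nM substrate (final) initiates; reads at 0/10 min.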
Pol beta inh: qHTS Assay for Inhibitors of DNA Polymerase Beta; Pol beta primer extension/strand displacement, fluorescence kinetic; Potency, µM (series often up to 114 µM), for the others: top-dose activity change, negative = inhibition, usual class: inhibitors; 1.3% of 340,000 active; AID 485314, 2010; note: potency is the fitted concentration of half-maximal effect; % is set by controls: 0 for no effect and ±100 for the full control effect
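Reaction started by 50 nM substrate onto compound-treated Pol beta (10 nM, 15 min preincubation, room temperature); plates read at 0 min and 10 min. Normalized concentration-effect data fitted by four-parameter Hill equation.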
POLH inh: qHTS for Inhibitors of Polymerase Eta. Potency, µM (doses to about 114 µM), for the others: at the top dose activity change, negative = inhibition, actives largely listed as inhibitors. DNA polymerase eta (Homo sapiens), Q9Y253. 1.2% of 390,000 active. recombinant Pol eta, fluorescent DNA replication assay. AID 588591, 2011; note: potency is the fitted concentration of half-maximal effect; % is set by controls: 0 for no effect and ±100 for the full control effect
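Fluorescent replication assay: 50 nM final substrate added after a 15 min room-temperature compound preincubation with 10 nM enzyme. Signal taken at 0 min and again at 10 min.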
BLM helicase inh: qHTS Assay for Inhibitors of Bloom's syndrome helicase (BLM); recombinant BLM DNA unwinding, fluorescence dequenching; Potency, µM (top dose mostly 56.1 µM), without a hit: at the top dose activity change, negative = inhibition, usual class: inhibitors; 0.2% of 350,000 active; AID 2528, 2010;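 note: potency is the fitted concentration of half-maximal effect; plate controls were vehicle for no effect and no enzyme for full effect; nearly all actives have a fitted effect of over 35% in size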
* marks the source's active call; other numbers are inactive results; ? = inconclusive; . = no result given; & = joins results of further samples; [ ] = another dose, or the depositor's remark. Unless noted, calls come from the whole dose curve; as a rule, active = well fitted curve in the direction sought with a large enough effect; inconclusive = small, poorly fitted or top-dose-only effect, or another doubt; inactive = no such curve, though single readings can be large; an effect the other way counts as inactive or inconclusive. Only part of the results is shown; count on the stated rates, not on these rows.

Values run as follows: Pol iota inh	LDHA block	APE1 inh	Anesthetic bind	GRP78 ERSR act	POLK inh	Pol beta inh	POLH inh	BLM helicase inh
- Cc1c(NC(=O)CN2C(=O)c3ccc([N+](=O)[O-])cc3C2=O)c(=O)n(-c2ccccc2)n1C
  107%[activator]	1	?	-1%	-2%	-5%	7%	-19%	-1%
- CCN(CC)C(=O)c1sc2nc(-c3cccs3)cc(-c3cccs3)c2c1N
  37%[activator]	-8	-5%	-6%	1%	-8%	27%	4%	-3%
- COc1ccccc1CCC(=O)N1CCN(C(=O)c2ccccc2)CC1
  -3%	-12	-14%	-3%	-1%	-1%	27%	5%	-2%
- Cc1ccc(C(=O)NCCN2CCOCC2)cc1S(=O)(=O)N1CCCCC1
  26%	-6	10%	-5%	-1%	3%	27%	-4%	-1%
- COC(=O)CNC(=O)CNC(=O)c1nn(-c2ccc(OC)c(Cl)c2)c(=O)c2ccccc12
  41%[activator]	-8	?	-14%	-2%	-15%	22%	-19%	3%
- O=C(Oc1ccccc1)c1ccc2nsnc2c1
  -10%	5	0%	-8%	0%	-8%	-23%	-23%	-19%
- O=C(Nc1ccc(Cl)cc1Cl)NC1CCN(S(=O)(=O)c2ccc(F)cc2)CC1
  49%[activator]	-13	7%	5%	-5%	-2%	-6%	-24%	-10%
- COc1cc(NC(=O)CC2C(=O)N(c3cccc(C)c3)C(=O)N2Cc2cccs2)cc(OC)c1 (centres undefined)
  2%	-6	.	-6%	-3%	-8%	38%	-19%	-8%
- COC(=O)c1ccc(COC(=O)C2CCN(S(=O)(=O)c3ccc(C)c(C)c3)CC2)o1
  -2%	-3	27%	.	-2%	-12%	.	0%	.
- CCOc1ccc(CNC(=O)c2ccc3c(c2)c(C)c(C)n3Cc2ccc(Cl)cc2)cc1
  -9%	-3	.	53%[activator]	-3%	19%	14%	-4%	-7%
- NNc1ncnc2scc(-c3ccc(Cl)cc3)c12
  2%	-2	-3%	?	0%	-4%	-7%	2%	2%
- O=C(CC1C(=O)NCCN1C(=O)Nc1ccc(F)cc1)Nc1cc(Cl)ccc1Cl (centres undefined)
  27%	-5	0%	-10%	-2%	6%	4%	-21%	-3%
- CCCn1c(N)c(C(c2ccc(OC)cc2)N2CCN(c3ccccc3)CC2)c(=O)[nH]c1=O (centres undefined)
  15%	-4	-8%	?	-3%	2%	4%	-25%	-2%
- CCOC(=O)C(Oc1ccc2c(-c3ccccc3)cc(=O)oc2c1C)c1ccccc1 (centres undefined)
  161%[activator]	3	-1%	-3%	0%	1%	19%	-17%	-9%
- Cc1ccc(NC(=O)CS(=O)CC(=O)NCC2OCCc3ccccc32)c(C)c1 (centres undefined)
  -1%	-7	2%	-12%	0%	-23%	7%	-1%	-1%
- COc1ncc2nc(-c3ccc(Cl)cc3)c(=O)n(Cc3cccs3)c2n1
  .	.	-3%	.	-5%	1%[60.1 µM]	.	.	-3%
- CC(C)OC(=O)c1c(NC(=O)CCC(=O)O)sc2c1CCCCC2
  -21%	4	-2%	4%	-3%	-3%	-2%	-6%	3%
- COc1ccc(C(=O)Nc2ccc(O)c3c(=O)cc(-c4cccc(Cl)c4)oc23)cc1
  9%	-5	-1%	-10%	-7%	7%	8%	-11%	-6%
- CC(=O)Nc1ncc(Cc2cc(Cl)ccc2Cl)s1
  21%	-2	-9%	?	-1%	7%	2%	-18%	-4%
- NCCCn1c(C(=O)c2ccc(Cl)cc2)c2ccc(C(F)(F)F)cc2[n+]1[O-]
  ?	1	14%	.	-3%	11%	.	-22%	.
- O=C(N/N=C\c1ccccn1)c1cccc(C(=O)N/N=C\c2ccccn2)n1
  -1%	-3	.	.	-5%	-5%	.	-8%	.
- O=C(NCCc1ccccc1)/C(=C\c1ccc([N+](=O)[O-])cc1)NC(=O)c1ccc(Br)cc1
  10%	1	7%	-3%	-3%	-10%	14%	2%	-5%
- CCOc1ccc(NC(=O)CN(C)C(=O)c2ccccc2OCCOc2ccccc2)cc1OCC
  8%	-4	37%	.	-1%	-3%	.	-16%	.
- CN1CCN(CC(O)(c2ccc(Cl)cc2)c2ccc(Cl)cc2)CC1
  120%[activator]	-1	3%	-12%	-5%	5%	9%	-21%	-3%
- COC(=O)c1ccc(C(=O)N2CCCC(Nc3ccc(F)c(F)c3)C2)cc1 (centres undefined)
  29%	-3	25%	-17%	-5%	-9%	12%	-16%	-5%
- CCC(C)c1ccc(NC(=S)NC2CCN(Cc3ccccc3)CC2)cc1 (centres undefined)
  -6%	0	-3%	?	-7%	-7%	3%	-25%	-7%
- O=C(Cn1c(C(F)(F)F)nc2ccccc21)Oc1cccc(C(F)(F)F)c1
  -2%	-1	2%	?	4%	-23%	20%	-8%	1%
- COc1ccc(OCCCNCCc2ccccc2)cc1
  1%	3&-8	0%	-18%	-2%	-3%	1%	-1%	-7%
- Cc1csc(NC(=O)C2CC(=O)N(c3ccc(C)c(C)c3)C2)n1 (centres undefined)
  -6%	-5	33%	-10%	0%	-5%	2%	11%	-4%
- C=CCn1c(SCC(=O)Nc2ccc(OC)cc2)nnc1-c1cnccn1
  38%[activator]	-5	11%	-10%	-4%	-17%	-1%	-14%	2%

Following part:
Values run as follows: Pol iota inh	LDHA block	APE1 inh	Anesthetic bind	GRP78 ERSR act	POLK inh	Pol beta inh	POLH inh	BLM helicase inh
- COc1ccc(Cl)cc1C(=O)NNC(=O)c1csc(N2CCOCC2)n1
  20%	-7	3%	.	-4%	-5%	.	-16%	.
- CCC(=O)Nc1cc(OC)cc(OC)c1
  -30%	-2	11%	-6%	-1%	1%	48%[activator]	-14%	0%
- C=CCN1C=CC(=C/C=C(/C#N)C(=O)OCC)C=C1
  28%	2	6%	4%	-12%	-11%	1%	-12%	-6%
- Cc1ccc(Sc2cc(Cl)nc(N)n2)cc1
  2%	-6	2%	-13%	-3%	-13%	1%	-16%	-3%
- Cc1ccc(CNc2ccc([N+](=O)[O-])cc2C(N)=O)cc1
  -5%	0	-6%	.	5%	-2%	.	-12%	.
- COc1ccc(C(C)C)cc1S(=O)(=O)Nc1ncn[nH]1
  55%[activator]	2	47%	6%	-6%	0%	19%	-11%	-1%
- COc1ccc(C(=O)COC(=O)c2sccc2C)cc1OC
  21%	-3	6%	.	4%	0%	.	-16%	.
- CCOc1ccc(OCc2ccc(C(=O)N3CCCCC3)o2)cc1
  22%	-1	39%	?	4%	-14%	?	-22%	0%
- COCc1cc(Sc2cccc(Cl)c2Cl)nc(-c2ccccc2)n1
  12%	-1	18%	-11%	-1%	-9%	15%	-29%	-5%
- O=C(CCSCCc1ccccn1)Nc1ccc(Br)cc1F
  -8%	-6	18%	1%	-4%	-19%	25%	-16%	-13%
- Cc1ccccc1NC(=O)CN1C(=O)COc2ccc(Cl)cc21
  13%	-5	-5%	-6%	0%	5%	13%	-18%	3%
- COc1ccc(CC(=O)Nc2ccccc2C(=O)N2CCOCC2)cc1OC
  26%	-5	12%	2%	-6%	4%	17%	1%	-14%
- O=C(CCc1nc2ccccc2c(=O)[nH]1)NNC(=O)c1ccccc1Cl
  20%	-4	16%	.	-3%	-17%	.	7%	.
- CC1CCC(CN2C(Nc3ccccc3)=NC[C@@H]2C)CC1 (some centres undefined)
  71%[activator]	-8	10%	-6%	-3%	-4%	3%	-21%	-1%

Ordered by length of the SMILES (low to high): some entries from above
Values run as follows: Pol iota inh	LDHA block	APE1 inh	Anesthetic bind	GRP78 ERSR act	POLK inh	Pol beta inh	POLH inh	BLM helicase inh
- CCC(=O)Nc1cc(OC)cc(OC)c1
  -30%	-2	11%	-6%	-1%	1%	48%[activator]	-14%	0%
- O=C(CCSCCc1ccccn1)Nc1ccc(Br)cc1F
  -8%	-6	18%	1%	-4%	-19%	25%	-16%	-13%
- COc1ccc(C(=O)COC(=O)c2sccc2C)cc1OC
  21%	-3	6%	.	4%	0%	.	-16%	.
- C=CCN1C=CC(=C/C=C(/C#N)C(=O)OCC)C=C1
  28%	2	6%	4%	-12%	-11%	1%	-12%	-6%
- COc1ccc(C(C)C)cc1S(=O)(=O)Nc1ncn[nH]1
  55%[activator]	2	47%	6%	-6%	0%	19%	-11%	-1%
- COCc1cc(Sc2cccc(Cl)c2Cl)nc(-c2ccccc2)n1
  12%	-1	18%	-11%	-1%	-9%	15%	-29%	-5%
- Cc1ccc(CNc2ccc([N+](=O)[O-])cc2C(N)=O)cc1
  -5%	0	-6%	.	5%	-2%	.	-12%	.
- COc1ccc(CC(=O)Nc2ccccc2C(=O)N2CCOCC2)cc1OC
  26%	-5	12%	2%	-6%	4%	17%	1%	-14%
- O=C(CCc1nc2ccccc2c(=O)[nH]1)NNC(=O)c1ccccc1Cl
  20%	-4	16%	.	-3%	-17%	.	7%	.
